DAX1 inh-1: inhibits human nuclear receptor DAX1; inhibition, % at 6.75 µM; AID 504766; 340,000 compounds, 0.99% hits; HEK293 Gal4-DAX1 luciferase reporter, luminescence;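 active = inhibition above the mean over all tested compounds plus 3 SD, cut at about 4.2% in these data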;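 also: 0% = DAX1-transfected cells with DMSO and 100% = empty-vector control cells with DMSO; inhibition shows as a rise in luminescence from relieved DAX1 repression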
Target sequence (P51843 207-470 limits assumed): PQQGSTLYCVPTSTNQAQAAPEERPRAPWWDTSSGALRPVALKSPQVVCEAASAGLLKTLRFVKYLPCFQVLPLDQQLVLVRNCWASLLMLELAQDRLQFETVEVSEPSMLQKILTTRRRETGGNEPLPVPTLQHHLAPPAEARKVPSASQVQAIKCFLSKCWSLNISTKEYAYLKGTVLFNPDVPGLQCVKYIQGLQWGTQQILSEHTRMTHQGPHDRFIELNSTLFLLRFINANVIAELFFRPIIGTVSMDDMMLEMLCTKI
SMARCA2 act: increases SMARCA2 function in MMTV reporter cells; MG213 cells, MMTV-luciferase reporter, dexamethasone, overnight; activation, % at 9.1 µM; 370,000 compounds, 1% hits; AID 652017; in the data active = activation above about 7.8%;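 also: 0% = vehicle wells and 100% = reference activator wells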
NPR2 activator: GC-B (human) receptor activation; P20594; HEK293-GC-B cells, CNP EC30, cGMP TR-FRET; 0% at EC30 CNP, 100% saturating CNP; activation, % at 10 µM; 370,000 compounds, 0.11% hits; AID 1920062;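 active = activation at 10 µM reaching about 35% in either raw or pattern-adjusted values, limit read from the data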
NPR1 activator: GC-A (human) enzyme activation | P16066 | HEK293 GC-A cells, cGMP TR-FRET, EC30 ANP; 0% at EC30 ANP, 100% saturating ANP | activation, % at 10 µM | 370,000 compounds, 0.14% hits | AID 1671463; in the data active = activation above about 40%
hcDAF-12 act: activates DAF-12 receptor from parasite H. contortus; HEK293 hcDAF-12 lit1-tk-luc reporter, luminescence; 0% DMSO, 100% Δ7-dafachronic acid; activation, % at 6.8 µM; AID 652067; 370,000 compounds, 1.4% hits;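 active = activation above the mean of all tested compounds plus 3 SD, cut at about 5.5% in these data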;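 also: 100% = response to 3 µM Δ7-dafachronic acid high control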
hgDAF-12 ag: activates the H. glycines DAF-12 receptor ligand-binding domain; HEK293 GAL4-hgDAF12 UAS-luciferase reporter, agonist luminescence; normalized to butyrate control; activation, % at 6.8 µM; 370,000 compounds, 1.8% hits;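 active = activation above a cutoff set at the mean of all screened compounds plus 3 SD, cut at about 10% in these data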;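 also: 0% = DMSO wells and 100% = sodium butyrate wells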
ssDAF12 agonist: S. stercoralis DAF-12 activation, primary screen; HEK293 ssDAF-12/GRIP1 lit1-tk-luc reporter, luminescence; % of 3 µM dafachronic acid response; activation, % at 6.8 µM; 370,000 compounds, 1% hits;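 active = activation above the mean over all tested compounds plus 3 SD, cut at about 0.9% in these data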;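 also: 0% = DMSO-only wells and 100% = 3 µM delta7-dafachronic acid wells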
DAX1 inh-2: blocks DAX1 repression of SF-1 activated StAR promoter. inhibition, % at 6.8 µM. 370,000 compounds, 1.1% hits. HEK293T StAR-luciferase reporter, SF-1/DAX-1 repression relief. AID 652010;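 active = inhibition above the mean over all tested compounds plus 3 SD, cut at about 3.6% in these data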;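 also: 0% = DAX-1 cells with DMSO and 100% = cells lacking DAX-1 with DMSO; higher inhibition means more luminescence from relief of DAX-1 repression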
HGIII-sPLA2 inh: Blocks human group III sPLA2 activity | 370,000 compounds, 0.56% hits | QFRET BODIPY PC-A2 liposome hydrolysis, fluorescence | Q9NZ20 | inhibition, % at 12.2 µM;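 active = inhibition above mean plus 3 SD of compounds lying within the high and low control bounds, cut at about 19% in these data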;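 also: 0% = median of test compound wells and 100% = no enzyme DMSO wells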
Target sequence (Q9NZ20 whole entry, looked up): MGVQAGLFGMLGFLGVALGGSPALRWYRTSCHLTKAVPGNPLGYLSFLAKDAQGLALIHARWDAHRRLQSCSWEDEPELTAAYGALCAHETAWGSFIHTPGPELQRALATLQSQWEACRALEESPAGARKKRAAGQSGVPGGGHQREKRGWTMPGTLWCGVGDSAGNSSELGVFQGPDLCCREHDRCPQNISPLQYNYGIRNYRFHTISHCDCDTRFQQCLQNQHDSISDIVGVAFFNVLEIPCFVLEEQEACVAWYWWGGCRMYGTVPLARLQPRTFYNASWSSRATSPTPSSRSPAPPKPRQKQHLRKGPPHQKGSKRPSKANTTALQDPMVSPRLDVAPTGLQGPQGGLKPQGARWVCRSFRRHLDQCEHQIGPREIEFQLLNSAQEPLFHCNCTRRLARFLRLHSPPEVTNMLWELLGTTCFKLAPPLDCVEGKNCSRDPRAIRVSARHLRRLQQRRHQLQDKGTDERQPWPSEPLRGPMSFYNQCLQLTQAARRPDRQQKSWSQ
proKLK7 act: activates the human kallikrein-7 zymogen. 370,000 compounds, 0.9% hits. activation, % at 7 µM. P49862. AID 652039. purified proKLK7, EDANS-DABCYL substrate fluorescence; 100% is mature enzyme control, 0% vehicle;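 active = activation above the mean of all tested compounds plus 3 SD, computed per campaign excluding outliers beyond control limits, cut at about 13% in these data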
Target sequence (P49862 whole entry, looked up): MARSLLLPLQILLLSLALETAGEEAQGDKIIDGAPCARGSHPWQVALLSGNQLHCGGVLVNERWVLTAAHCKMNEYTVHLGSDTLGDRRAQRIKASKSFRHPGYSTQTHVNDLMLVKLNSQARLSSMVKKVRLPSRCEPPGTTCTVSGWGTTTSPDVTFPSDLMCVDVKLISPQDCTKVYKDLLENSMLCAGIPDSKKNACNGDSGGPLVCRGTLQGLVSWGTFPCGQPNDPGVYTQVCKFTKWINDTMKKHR
GAA850 FXN act: activators of GAA850 frataxin (FXN) promoter; HEK293 lucGAA850 FXN promoter luciferase reporter, 24 h; percent of 10 µM SAHA response; activation, % at 6 µM; 360,000 compounds, 0.56% hits;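 active = activation above the average of all compounds screened plus 3 SD, cutoff fixed separately per campaign, cut at about 7.5% in these data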;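 also: 0% = DMSO wells and 100% = 10 µM SAHA wells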
* marks the source's active call; other numbers are inactive results; / = no result given; & = joins results of further samples.

no.	structure	DAX1 inh-1	SMARCA2 act	NPR2 activator	NPR1 activator	hcDAF-12 act	hgDAF-12 ag	ssDAF12 agonist	DAX1 inh-2	HGIII-sPLA2 inh	proKLK7 act	GAA850 FXN act
1	COc1cccc(CN(C(=O)c2cnccn2)C(C(=O)NC2CCCCC2)c2cc(OC)c(OC)c(OC)c2)c1 (stereo not given)	0.2	-2	1	-2	-3.3	-2.2	-0.8	0.5	5	0.0	-1.2
2	O=C(NNC(=S)Nc1ccc(F)cc1)C1CC1c1ccc(Cl)cc1 (stereo not given)	0.5	-2	2	-4	-1.3	-1.4	-0.8	-0.2	20*	0.7	4.0
3	Cc1ccc([C@H]2C[C@H](O)[C@@H](n3cc(COC(=O)c4ccccc4)nn3)CN2Cc2cccs2)cc1	-0.2	-2	-3	-6	1.2	-1.4	-1.1	-1.3	-17	-0.4	2.0
4	O=C(COn1nnc2ccc(Cl)cc21)Nc1ccc(F)cc1	0.6	-2	-5	1	-1.5	0.4	-2.1	-0.5	-10	0.1	0.9
5	CC1(C)Cc2ccccc2-c2nc(-c3ccccc3)oc(=O)c21	0.7	2	-7	-7	-0.5	-0.8	-1.1	0.6	6	1.0	2.5
6	CCOC(=O)C1CCCN(C(=O)Cn2nc(C)n3nc(-c4ccccc4)cc3c2=O)C1 (stereo not given)	-0.3	-2	0	3	2.6	-1.2	-0.5	-0.1	-1	0.2	1.2
7	C/C(=C/CCC(C)(O)C1CC[C@@]2(C)[C@@H]3CC=C4[C@@H](CC[C@H](O[C@H]5O[C@@H](CO)[C@H](O)[C@@H](O)[C@@H]5O)C4(C)C)[C@]3(C)C(=O)C[C@]12C)CO[C@@H]1O[C@H](CO)[C@@H](O)[C@H](O)[C@H]1O (stereo not given in full)	0.1	1	2	1	-1.4	2.4	-0.8	0.2	-17	0.1	1.9
8	COc1ccc2nc(Nc3nc4cc5c(cc4s3)OCO5)sc2c1	-0.7	-3	-6	-5	-1.3	2.5	-1.1	-0.1	23*	-5.1	0.9
9	COc1cc(C)ccc1OC(C)C(=O)Nc1ccc(N2CCCCC2)cc1 (stereo not given)	0.1	-5	4	1	0.1	-1.4	-1.2	-0.7	11	-0.4	0.2
10	CCN(CC(=O)Nc1ccccc1C(F)(F)F)C(=O)c1ccc(N2CCCC2=O)cc1	0.4	1	2	1	-1.4	5.0	-1.3	0.3	1	-0.1	2.5
11	CC1(C(=O)NS(=O)(=O)c2ccccc2Cl)CCN1C(=O)c1cccc(F)c1 (stereo not given)	/	-6	1	1	-1.3	2.9	-1.8	0.5	10	-0.9	1.5
12	COc1ccc(CN2CCNC(=O)C2CC(=O)NC2Cc3ccccc3C2)c(OC)c1 (stereo not given)	-1.4	-1	1	-3	0.9	1.6	-1.2	0.1	-2	0.1	-1.2
13	O=C(COC(=O)CCc1ccc(S(=O)(=O)N2CCOCC2)cc1)NC(=O)NC1CCCCC1	0.3	-1	-3	0	-0.9	2.5	-1.0	-0.3	-20	0.4	0.7
14	COc1cc(/C=N/NC(=O)c2cccc([N+](=O)[O-])c2)ccc1OCc1ccccc1	-0.8	-4	0	0	-0.3	-0.1	-1.6	-0.1	-3	0.1	1.7
15	O=C(O)CCCC(=O)Nc1ccc(C(=O)NCc2cccnc2)cc1	-1.3	-3	1	2	1.6	-0.2	-1.4	-1.6	-3	0.6	0.0
16	O=C(O)c1cc(=O)[nH]c2ccccc12	1.5	-2	1	2	0.8	0.0	-0.6	0.3	1	0.4	-2.6
17	COc1ccc(-c2nc(CN3CCC(C(=O)NCC4CCCO4)CC3)c(C)o2)cc1OC (stereo not given)	0.2	0	0	5	0.2	-0.2	-0.7	-0.1	6	-0.7	0.0
18	CCOc1ccc(OCC)c(NC(=O)CN2CCN(CC(=O)NC(C)C)CC2)c1	-0.6	-3	0	7	-3.1	-1.2	-2.3	-1.2	-6	0.3	-0.2
19	COC(=O)c1sc(NC(=O)COc2cccc(C)c2)nc1C	-1.0	0	-3	0	-0.3	-2.0	-1.2	0.1	1	-0.4	1.9
20	CCN(CC)CCNC(=O)c1ccc(NC(C)=O)cc1	-0.1&1.4	-2&-4	-3&3	3&3	-1.5&0.1	-1.5&0.9	-1.1&-1.4	1.9&0.2	0&-1	-0.4&-0.1	-0.9&2.9
21	c1cncc(COC2CCCN(Cc3nc(-c4cccs4)no3)C2)c1 (stereo not given)	-2.4	0	7	-3	-1.4	-0.9	-0.5	-0.1	1	0.2	1.7
22	O=C(O)c1cc(S(=O)(=O)NC23CC4CC(CC(C4)C2)C3)ccc1Cl	0.6	-3	3	-1	-1.3	1.4	-0.7	0.1	-3	-0.4	0.6
23	CCCNC(C)(C)COC(=O)c1ccccc1	2.1	-4	3	-1	-2.0	0.8	-0.8	1.8	0	-0.3	0.1
24	Cc1ccc(C(=O)NC(=O)CSc2ncccc2C(=O)O)cc1	1.3	3	7	-3	2.0	0.8	-1.4	-0.3	2	0.5	2.5
25	Cc1noc(C)c1NC(=O)N(C)C[C@H]1Oc2c(NC(=O)Cc3ccccc3)cccc2C(=O)N([C@H](C)CO)C[C@@H]1C	0.2	0	5	3	0.8	1.6	-1.3	-0.2	2	1.0	2.5

Quoted from the listing.
In ssDAF12 agonist, O=C(O)CCCC(=O)Nc1ccc(C(=O)NCc2cccnc2)cc1 has the entry -1.4
In ssDAF12 agonist, CC1(C(=O)NS(=O)(=O)c2ccccc2Cl)CCN1C(=O)c1cccc(F)c1 (stereo not given) has the entry -1.8

(further entries)
no.	structure	DAX1 inh-1	SMARCA2 act	NPR2 activator	NPR1 activator	hcDAF-12 act	hgDAF-12 ag	ssDAF12 agonist	DAX1 inh-2	HGIII-sPLA2 inh	proKLK7 act	GAA850 FXN act
26	Cc1ccc(S(=O)(=O)N(C)C)cc1NC(=O)CSc1nc2ncc(Cl)cc2[nH]1	-0.6	0	7	-1	0.2	0.3	-0.4	0.1	-40	0.0	0.4
27	Cc1ccccc1/C=C\c1nc2ccccc2c(=O)[nH]1	2.3	4	-3	-4	2.1	15*	1.3*	3.3	-6	0.7	4.3
28	CCOC(=O)c1[nH]c2ccccc2c1NC(=O)COC	0.9	-2	-4	-5	3.0	1.7	-0.3	0.1	8	0.2	1.1
29	COc1cc(C2C(C#N)=C(N)Oc3c2c(-c2ccccc2)nn3-c2ccccc2)cc(OC)c1OC (stereo not given)	2.4	-6	-12	-29	-1.7	-0.1	-0.9	-0.8	-8	-0.3	0.7
30	Cc1ccc(P(=O)(OCCN2CCOCC2)C(C)(C)C)o1 (stereo not given)	0.4	-4	-5	2	1.6	-0.5	-0.3	0.8	-1	0.5	1.5
31	CC(C)C(c1nnnn1CCc1ccccc1)N1CCSCC1 (stereo not given)	-1.8	-2	2	-6	-0.8	1.1	-1.4	0.3	-6	0.0	2.1
32	Cc1ccc(S(=O)(=O)N(CCC(=O)Nc2ccc(OC(F)(F)F)cc2)c2ccccc2)cc1	-0.7	-1	3	3	0.4	-2.3	-1.9	-0.1	-17	0.8	-0.3
33	COC1=CC(=O)OC(c2cccc(C(F)(F)F)c2)C1 (stereo not given)	/	-3	-3	2	0.5	2.3	-1.1	-0.9	5	-0.5	/
34	CC(=O)NCCc1nc2cc(NC(=O)c3ccccc3C)ccc2n1C	1.2	0	5	0	0.7	3.1	-0.8	-0.1	0	-0.7	0.7
35	CCn1c(SCC(=O)Nc2ccc3c(c2)OCCO3)nnc1-c1cccs1	0.5	-3	4	-4	-1.4	1.0	-1.3	-0.2	0	0.6	-1.4
36	O=C(CN1C(=O)S/C(=C\c2ccc(-c3cc(C(=O)O)ccc3Cl)o2)C1=O)Nc1ccc2c(c1)OCO2	0.8	4	4	-3	1.4	1.2	-1.3	0.4	-15	-0.2	0.8
37	COc1ccc(C)cc1NC(=O)CN1CCN(S(=O)(=O)c2ccc(Br)cc2)CC1	0.9	1	-1	-2	-0.5	0.2	-1.0	0.1	9	0.1	-0.4
38	NC(=O)NCc1ccccc1Cl	0.1	-1	-3	2	-1.3	-2.1	0.1	-0.1	1	0.2	2.0
39	Cc1ccccc1CCNC(=O)c1ccc(Cl)c(S(=O)(=O)N2CC(C)OC(C)C2)c1 (stereo not given)	-3.5	-5	4	-5	-3.7	-7.3	-1.8	-5.0	-15	0.4	-4.6
40	O=C(CCc1nc(-c2ccccc2F)no1)NCCc1ccccc1Cl	1.1	-1	-5	-3	-0.5	2.3	-1.3	0.1	-4	0.6	-1.0
41	Nc1cc(-c2ccccc2)nn1S(=O)(=O)c1ccc(F)cc1	-2.8	-9	1	4	-4.0	-6.1	-1.8	-3.6	-5	-0.2	-3.1
42	CN(CCc1ccccc1)C(=O)c1cccc(NC(=O)Cc2cccc(NC(=O)C3CCCN(C(=O)C4CC4)C3)c2)c1 (stereo not given)	-1.7	0	-1	5	0.4	-1.9	-1.2	-0.7	-7	0.1	-1.1
43	CCOC(=O)C1(CCCc2ccccc2)CCN(C(=O)c2ccoc2)CC1	-1.3	-3	-2	0	-1.2	-2.7	-1.4	-0.6	0	-0.2	2.4
44	O=C(NC(=S)Nc1ccccc1Cl)C1CC1	1.3	1	-3	-1	1.8	-0.7	-1.1	2.1	7	0.5	5.2
45	COc1ccc(F)cc1CN1CCN(CC(=O)Nc2ccccc2C(=O)NC2CC2)CC1	-0.6	0	4	-2	-1.0	-1.2	-1.0	-1.4	2	0.0	-0.6
46	COc1ccc(-c2[nH]ncc2-c2nc(C)cs2)c(O)c1	0.1	0	-2	1	-0.7	2.2	-1.4	-0.1	-14	-0.1	3.1
47	O=C(NCc1ccc2c(c1)OCO2)c1cccc([N+](=O)[O-])c1	1.1	0	13	7	1.7	3.0	-1.0	-0.6	5	0.1	0.2
48	O=C(Nc1ccc(Cl)cc1C(=O)Nc1ccccn1)c1ccco1	-1.2	-2	11	9	-3.4	-2.1	-1.4	-0.5	1	-0.1	0.7
49	O=C(CNC(=O)c1ccc(Br)o1)NC1CCCCCC1	-0.3	1	1	0	3.0	2.3	-0.4	2.5	8	0.0	1.3
50	CCOC(=O)C1=C(c2ccccc2)NC(=O)NC1c1cc(Cl)c(O)c(OC)c1 (stereo not given)	-0.2	0	-17	-42	-1.8	1.5	-0.6	-0.6	-4	-0.1	0.5
51	CC(C)(C)N1CC23CCC(C[C@@H]2C1=O)O3 (stereo not given in full)	0.1	1	-2	1	-1.0	2.7	0.1	0.1	2	-0.1	0.3
52	Cc1ccc(S(=O)(=O)N2CCN(CC(O)c3ccccc3)CC2)cc1C (stereo not given)	0.0	3	-13	-51	-1.7	-0.4	-1.6	0.4	-3	0.7	0.6
53	COc1ccc(C(=O)Nc2ccc(/C(C)=N/NC(=O)c3ccccc3O)cc2)cc1OC	-0.6	1	-3	3	-0.1	4.2	-0.7	1.1	0	0.8	4.0
54	COc1ccc(NC(=O)N(C)[C@H]2C[C@H]3c4[nH]c5ccccc5c4CCN3C(=O)[C@H]2[C@H](C)O)cc1	0.9	3	12	7	4.5	0.8	0.3	0.0	-2	88*	-2.8
